# Screens from PubChem.
# CatB block = inhibitors of human cathepsin B; P07858; purified cathepsin B, fluorogenic substrate, fluorescence; inhibition, %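 (tested at 10 µM)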; hit rate 0.1% among 63,000; in the data active means inhibition above about 21%;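 further: 0% = enzyme with no compound and 100% = no enzyme blank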
# Cdc25B block = human M-phase inducer phosphatase 2 inhibition; P30305; recombinant Cdc25B, OMFP fluorescence Ex485/Em525; inhibition, %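 (compounds tested at 10 µM final in the well)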; hit rate 0.1% among 65,000; AID 368; in the data active means inhibition above about 50%
# D1 mod = allosterically modulates the human D1 dopamine receptor | P21728 | HEK293 D1, CRE-luciferase, dopamine EC30 potentiation; actives deviate in either direction | B-score at 10 µM | hit rate 5.9% among 58,000;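 active means luminescence count or its row- and column-corrected plate score outside the 99.7% band of the plate's sample wells, on either side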
# E coli RNAP = Escherichia coli RNA polymerase inhibition. P0A8V2. hit rate 0.2% among 62,000. E. coli RNA polymerase, fluorescence transcription assay. inhibition, %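 (tested at 10 µM)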; in the data active means inhibition above about 20%;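 further: 0% = enzyme without compound and 100% = no enzyme blank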
# tolC growth inh = E. coli tolC mutant growth inhibition; E. coli BW25113 tolC mutant growth, OD615; growth inhibition, % at 10 µM (by protocol); hit rate 2.2% among 65,000;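 active means growth inhibition at or above a cutoff equal to the mean over every tested compound plus 3 SD, cut at about 60% in these data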;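 further: growth measured after 20 h incubation at 37 °C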
#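 Test system: E. coli BW25113 ΔtolC::kan bacteria; incubation: 37 °C, 20 h exposure; medium: LB broth supplemented with 50 µg/mL kanamycin; read-out basis: percent growth inhibition; signal: A615 absorbance measurement; compound: 10 µM final, single dose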
# AP ELISA ortho = alternative pathway complement inhibition, orthogonal assay | Human serum alternative complement pathway, LPS-coated ELISA, C3 deposition; tested in compound mixtures | hit rate 0.08% among 62,000 | inhibition, % at 5 µM;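 active means inhibition above 30% in each of the two pooled mixtures holding the compound, so the lower value exceeds 30%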;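 further: 0% = serum in Mg-EGTA without compound and 100% = EDTA serum blank; some compounds past the cut are filed as inactive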
#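 Test system – human serum alternative complement pathway, C3 deposition on LPS-coated wells · Buffer or medium – diluted human serum in Mg2+-EGTA GVB++ · Compound dosing – 5 µM each compound, pools of ten, 50 µM per pool · Schedule – 1 h serum-compound exposure at 37 °C · Measured by – Anti-C3 ELISA, OD 450 nm · Read-out basis – percent inhibition of C3 deposition onto LPS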
# DUSP1 inh = blocks human MKP-1 phosphatase activity; recombinant MKP-1, OMFP hydrolysis fluorescence; inhibition, %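 (compounds tested at a single concentration somewhere between 10 and 100 µM)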; hit rate 0.15% among 65,000;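 active means inhibition above about 50%, limit read from the data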;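 further: 0% = DMSO max control wells and 100% = wells with enzyme stopped by NaOH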
# CatB mix inh = inhibitors of human cathepsin B in compound mixtures | P07858 | Purified cathepsin B, AMC dipeptide fluorescence | inhibition, %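 (ten-compound pools at 5 µM per compound and 50 µM total)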 | hit rate 0.06% among 62,000 | AID 488; in the data active means inhibition above about 22%, passing the limit was not always enough;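 further: 0% = enzyme without compound and 100% = no enzyme blank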
# Hsp90 inh = displaces geldanamycin probe from tumor Hsp90 | hit rate 0.35% among 64,000 | inhibition, % at 30 µM | AID 429 | NCI-N417 lysate Hsp90, Cy3B-geldanamycin FP displacement | P07900;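 active means inhibition above 50%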;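 further: 0% = tracer plus lysate wells and 100% = tracer alone without lysate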
# Numbers without * were called inactive; nt = not tested or not shown.
1. CCCOc1ccc2c3c(c(=O)oc2c1)CCCC3
2. O=C(NCc1ccc(Cl)cc1)c1cc(-c2cccs2)on1
3. C=CCOc1c(Cl)cc(/C=N/O)cc1OC
4. Cc1cc(C)nc(N2CCCC(C(=O)Nc3cc(F)ccc3C)C2)n1 (stereo not drawn)
5. CC(C)N(Cc1nc(-c2ccccc2)no1)C(=O)C(C)(C)C
6. C/C(=C1/SC(N2CCOCC2)=NC1=O)c1ccc(Br)cc1
7. Cc1c(S(=O)(=O)N2CCN(c3cccc(C(F)(F)F)c3)CC2)c(=O)n(C)c(=O)n1C
8. Cc1[nH]c(=O)[nH]c(=O)c1CSc1nnc(CCCCCNC(=O)OC(C)(C)C)o1

entry no.,1,2,3,4,5,6,7,8
CatB mix inh,4,-1,1,0,-1,3,4,-5
D1 mod,-0.88,0.29,2.1,-0.02,0.062,1.2,-0.26,0.31
Hsp90 inh,0,-3,0,1,-1,-3,-3,-3
AP ELISA ortho,16,8,5,0,10,6,18,13
DUSP1 inh,1,26,6,-1,2,4,15,-2
tolC growth inh,44,3,10,13,4,-15,-2,-23
Cdc25B block,-2,-12,-6,-8,-10,-16,-4,3
CatB block,-10,6,4,-1,-1,-4,-1,0
E coli RNAP,0,1,-4,10,10,5,5,4

# Among those listed so far, three have four or more nitrogen atoms.
4. Cc1cc(C)nc(N2CCCC(C(=O)Nc3cc(F)ccc3C)C2)n1 (stereo not drawn)
7. Cc1c(S(=O)(=O)N2CCN(c3cccc(C(F)(F)F)c3)CC2)c(=O)n(C)c(=O)n1C
8. Cc1[nH]c(=O)[nH]c(=O)c1CSc1nnc(CCCCCNC(=O)OC(C)(C)C)o1

entry no.,4,7,8
CatB mix inh,0,4,-5
D1 mod,-0.02,-0.26,0.31
Hsp90 inh,1,-3,-3
AP ELISA ortho,0,18,13
DUSP1 inh,-1,15,-2
tolC growth inh,13,-2,-23
Cdc25B block,-8,-4,3
CatB block,-1,-1,0
E coli RNAP,10,5,4

# Later entries
9. O=C1C=C(NCc2ccco2)C2(CCCCC2)O1
10. CC(C)(C)c1ccc(OCC(O)CS(=O)(=O)c2ccccn2)cc1 (stereo not drawn)
11. CC(C)NC(=O)CN(Cc1ccccc1)S(=O)(=O)c1ccccc1
12. Cc1cc(C(=O)CSc2nc3ccccc3[nH]2)c(C)n1C
13. O=C(CCc1nc2ccccc2[nH]1)N1CCc2ccccc2C1
14. COC(=O)CCC(=O)COc1ccccc1C#N
15. COc1ccccc1OCCCCNC(C)(C)C
16. COc1ccc2c(c1)CCc1c(C(=O)NCc3ccco3)noc1-2

entry no.,9,10,11,12,13,14,15,16
CatB mix inh,5,-4,-1,2,0,-1,0,9
D1 mod,-0.14,1.9,0.96,-2.9*,0.15,1.4,nt,1.1
Hsp90 inh,-3,-2,-1,-2,-3,0,0,1
AP ELISA ortho,9,2,8,0,9,0,9,17
DUSP1 inh,-7,10,-7,-9,2,17,15,-16
tolC growth inh,-15,3,-6,0,10,-22,-25,8
Cdc25B block,-3,-15,-1,1,-7,-3,-3,-18
CatB block,0,2,1,1,-1,3,1,-6
E coli RNAP,10,1,5,7,6,7,11,2

17. CCOc1cc(C)c(S(=O)(=O)NC2CCCCC2)cc1C
18. Cc1cc(C)c2cc(CN(CCN3CCCC3)C(=O)Nc3ccc(F)cc3)c(=O)[nH]c2c1
19. Cc1cc2n(n1)C(c1ccc3c(c1)OCO3)Nc1c(C)cccc1-2 (stereo not drawn)
20. COc1ccc(-n2c(Cc3cc(=O)[nH]c(=O)[nH]3)nnc2SCC(=O)Nc2ccccc2)cc1
21. C=CCn1c(=O)/c(=C/c2ccc(C)o2)s/c1=C(/C#N)C(=O)c1ccccc1
22. C=CCNC(=O)C1CC(=O)N(c2ccc(OCC(=O)Nc3ccccc3)cc2)C1 (stereo not drawn)
23. COc1ccc(NS(=O)(=O)Cc2ccccc2Cl)cn1
24. COCc1cc(C)nc(NC2CCCCC2)c1C#N

entry no.,17,18,19,20,21,22,23,24
CatB mix inh,4,6,8,6,2,5,8,6
D1 mod,0.16,-3.1*,12*,0.0035,0.75,-0.29,2.6,3.5*
Hsp90 inh,-4,2,6,-2,-22,-5,1,-2
AP ELISA ortho,17,-1,4,21,11,7,10,7
DUSP1 inh,6,-5,28,2,5,6,-7,8
tolC growth inh,23,2,71*,-4,3,-5,-21,16
Cdc25B block,-1,1,-4,-9,12,-2,-1,-11
CatB block,6,-4,0,4,-4,0,-2,-1
E coli RNAP,5,6,nt,1,3,1,4,8

25. O=C(CSc1nc2ccccc2c(=O)n1CCCC(=O)N1CCCC1)NCc1ccco1
26. CC(=O)N1CCc2cc(S(=O)(=O)NCCC(=O)NC3CCCc4ccccc43)ccc21 (stereo not drawn)
27. COc1ccc(NC(=O)C23CCC(C)(C(=O)C2)C3(C)C)cc1 (stereo not drawn)
28. CC1CC(C)CN(C(=O)Cn2c(=O)n(CCCCC(=O)NC3CCCC3)c(=O)c3ccccc32)C1 (stereo not drawn)
29. O=C(Nc1ccc(N2CCN(Cc3ccccc3)CC2)cc1)c1ncn[nH]1
30. Cc1ccc(-c2csc3nnc(SCC(=O)N4CCN(Cc5ccccc5)CC4)n23)cc1
31. CC1(C(=O)NC2CCCC2)CCC(=O)N1Cc1ccccc1 (stereo not drawn)
32. O=C(O)CCn1cnc2ccccc2c1=O

entry no.,25,26,27,28,29,30,31,32
CatB mix inh,1,2,-11,3,-16,0,7,5
D1 mod,-0.76,0.6,-1.9,nt,nt,0.14,-0.32,-0.091
Hsp90 inh,-2,3,-2,-1,7,-5,-6,-3
AP ELISA ortho,17,-7,14,6,3,2,16,21
DUSP1 inh,8,-3,4,12,-3,-5,0,1
tolC growth inh,4,8,-5,-25,7,19,-22,-26
Cdc25B block,-16,3,-5,4,-8,-1,-18,-10
CatB block,-1,4,-1,5,4,-2,3,-3
E coli RNAP,-1,-5,-12,2,5,3,5,6

# 5 structures already listed, arranged by SMILES length, low to high:
32. O=C(O)CCn1cnc2ccccc2c1=O
27. COc1ccc(NC(=O)C23CCC(C)(C(=O)C2)C3(C)C)cc1 (stereo not drawn)
29. O=C(Nc1ccc(N2CCN(Cc3ccccc3)CC2)cc1)c1ncn[nH]1
25. O=C(CSc1nc2ccccc2c(=O)n1CCCC(=O)N1CCCC1)NCc1ccco1
26. CC(=O)N1CCc2cc(S(=O)(=O)NCCC(=O)NC3CCCc4ccccc43)ccc21 (stereo not drawn)

entry no.,32,27,29,25,26
CatB mix inh,5,-11,-16,1,2
D1 mod,-0.091,-1.9,nt,-0.76,0.6
Hsp90 inh,-3,-2,7,-2,3
AP ELISA ortho,21,14,3,17,-7
DUSP1 inh,1,4,-3,8,-3
tolC growth inh,-26,-5,7,4,8
Cdc25B block,-10,-5,-8,-16,3
CatB block,-3,-1,4,-1,4
E coli RNAP,6,-12,5,-1,-5

# (continued)
33. O=C(O)C1C(c2ccccc2)C(C(=O)OCc2ccco2)C1c1ccccc1 (stereo not drawn)
34. Cc1cc(C(=O)OCC(=O)c2ccc(Br)s2)no1
35. CCOc1ccc(C(=O)NCc2ccncc2)cc1OCC
36. CS(=O)(=O)N(CC(=O)NCCC1=CCCCC1)C1CCCCC1
37. O=C1NC(Nc2ccccn2)(C(F)(F)F)C(=O)N1c1ccc(F)cc1 (stereo not drawn)
38. COCCNc1nc(C(C)(C)C)nc2c1nnn2Cc1ccccc1Cl
39. COC(=O)c1ccc(NC(=O)C2CCCN2S(=O)(=O)c2ccc(C)cc2)cc1 (stereo not drawn)
40. Cc1cc(S(=O)(=O)N2CCN(c3ccc(F)cc3)CC2)c(C)s1

entry no.,33,34,35,36,37,38,39,40
CatB mix inh,-1,-1,-9,1,6,2,34,4
D1 mod,0.66,-0.071,2.1,0.22,0.37,0.29,-0.75,nt
Hsp90 inh,-3,-13,-5,0,-1,-2,-4,-1
AP ELISA ortho,0,19,3,8,4,8,21,22
DUSP1 inh,18,12,2,16,7,11,-2,-11
tolC growth inh,2,-15,-6,5,-2,9,10,4
Cdc25B block,-1,3,-4,-9,0,-13,-11,-11
CatB block,0,0,7,-2,2,1,-3,4
E coli RNAP,5,-2,5,2,6,6,0,7

41. CC(C)(C)N1C(=O)c2ccc(C(=O)Nc3nccs3)cc2C1=O
42. COCC(=O)Nc1cc(C)c2c(=O)oc3ccccc3c2n1
43. CCn1c(C)cc2c(c1=O)C(c1ccncc1)C(C#N)=C(N)O2 (stereo not drawn)
44. Cn1c(=O)c2c(nc(SCC(=O)N3CCc4ccccc43)n2Cc2ccccc2)n(C)c1=O
45. COc1ccc(/C(O)=C2\C(=O)C(=O)N(CC3CCCO3)C2c2cc(OC)ccc2OC)cc1 (stereo not drawn)
46. O=C(NCc1ccccc1)/C(=N\O)c1ccccc1
47. Cc1cc(NC(=O)c2cc3n(n2)C(C(F)(F)F)CC(c2ccc(Cl)c(Cl)c2)N3)no1 (stereo not drawn)
48. CCCCN(C)CCCNC(=O)c1ccc2c(c1)NC(=O)C(N1CCOCC1)S2 (stereo not drawn)

entry no.,41,42,43,44,45,46,47,48
CatB mix inh,1,2,-4,-1,4,nt,2,2
D1 mod,-2,nt,-0.073,-0.036,0.9,nt,-0.19,-0.57
Hsp90 inh,-5,-6,-5,2,0,-1,1,5
AP ELISA ortho,12,9,11,6,10,nt,23,11
DUSP1 inh,7,10,-13,8,-17,-20,-39,2
tolC growth inh,44,8,-17,7,100*,-4,-17,-15
Cdc25B block,2,-2,0,10,-4,1,-4,6
CatB block,3,2,3,2,-2,0,2,2
E coli RNAP,2,1,3,0,9,2,-1,4

49. O=C(Nc1ccc(N2CCOCC2)c(Cl)c1)C1CCCCC1
50. O=C(c1cccc(C(=O)N2CCN(c3ncccn3)CC2)c1)N1CCN(c2ncccn2)CC1
51. FC(F)(F)c1cccnc1N1CCN(c2ncnc3nc[nH]c23)CC1
52. COC(=O)Cc1csc(Nc2c(C)n(C)n(-c3ccccc3)c2=O)n1
53. CNC(=O)N(C1=NCC(C)(C)S1)c1ccc(F)c(Cl)c1
54. COc1cccc(Oc2ccc(N)cn2)c1
55. CC(C)CC(=O)NC1(C(F)(F)F)C(=O)Nc2c1c(=O)[nH]c(=O)n2Cc1ccco1 (stereo not drawn)
56. O=C(Nc1ccccc1Cl)c1ccc(S(=O)(=O)N2CCOCC2)cc1

entry no.,49,50,51,52,53,54,55,56
CatB mix inh,1,2,0,5,-3,1,8,2
D1 mod,1.7,4.2,nt,0.14,11*,-0.33,-0.65,-1.1
Hsp90 inh,1,-5,6,-1,1,-4,-13,0
AP ELISA ortho,15,9,5,8,14,0,4,13
DUSP1 inh,4,-3,-2,1,10,-4,-16,0
tolC growth inh,-5,-21,-3,-14,18,-8,-24,4
Cdc25B block,-9,-11,-4,-2,-13,-11,3,2
CatB block,-1,-7,3,-3,-2,4,2,-7
E coli RNAP,0,2,2,8,0,6,13,5

57. COC(=O)C(C(=O)OC)C(C(=O)OC)C(C(=O)OC)C(=O)OC
58. O=C(Nc1ccccc1C(=O)N1CCOCC1)C1COc2ccccc2O1 (stereo not drawn)
59. CCn1c(=O)cc(SCC(=O)Nc2ccccc2N2CCN(C)CC2)c2ccccc21
60. O=C(CSc1nnc2c3cc(F)ccc3nc(-c3ccccc3)n12)N1CCOCC1

entry no.,57,58,59,60
CatB mix inh,-1,5,-3,4
D1 mod,-0.085,-0.27,nt,-0.27
Hsp90 inh,nt,-2,-2,3
AP ELISA ortho,-7,19,11,-8
DUSP1 inh,-4,-1,6,3
tolC growth inh,-12,-14,3,-9
Cdc25B block,-9,3,-20,2
CatB block,3,3,-1,6
E coli RNAP,7,6,2,0
